PLK1 PBD inh – qHTS for Inhibitors of PLK1-PDB (polo-like kinase 1 - polo-box domain): Primary Screen | Serine/threonine-protein kinase PLK1 (Homo sapiens), P53350 | Plk1 PBD binding of FITC phosphopeptide, fluorescence polarization | Potency, µM, without a hit: max response, negative = inhibition, hits mostly inhibitors | 360,000 tested, 2.8% active; note: potency is the fitted concentration of half-maximal effect; series mostly up to about 57 µM; % is set by controls: 0 for no effect and ±100 for the full control effect; nearly all actives have a fitted effect of over 65% in size
Target sequence (P53350 whole entry, looked up, the tested form may be a part): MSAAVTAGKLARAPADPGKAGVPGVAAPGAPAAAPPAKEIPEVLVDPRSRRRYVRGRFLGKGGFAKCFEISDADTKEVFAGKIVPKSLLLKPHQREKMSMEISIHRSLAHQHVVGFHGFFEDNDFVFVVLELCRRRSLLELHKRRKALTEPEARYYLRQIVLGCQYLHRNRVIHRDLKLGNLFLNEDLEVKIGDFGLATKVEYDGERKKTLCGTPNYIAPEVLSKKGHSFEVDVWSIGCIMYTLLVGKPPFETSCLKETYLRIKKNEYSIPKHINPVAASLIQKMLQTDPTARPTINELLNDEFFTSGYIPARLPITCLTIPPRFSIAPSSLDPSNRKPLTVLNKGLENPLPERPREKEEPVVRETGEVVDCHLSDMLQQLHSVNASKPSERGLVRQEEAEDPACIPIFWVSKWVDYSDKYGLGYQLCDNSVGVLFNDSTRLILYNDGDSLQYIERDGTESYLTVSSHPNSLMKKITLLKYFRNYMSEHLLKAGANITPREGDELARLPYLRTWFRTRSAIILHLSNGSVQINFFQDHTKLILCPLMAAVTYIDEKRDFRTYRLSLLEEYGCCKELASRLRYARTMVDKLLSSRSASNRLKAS
CCT chaperon mod – High-Throughput Screening for Modulators of Cytosolic Chaperonin Activity; purified chaperonin ATPase assay, HTRF ADP detection, 30 min; activity change, % (no concentration beside the values), hits read low; 360,000 tested, 0.3% active; in the data active = activity change below about -30%; note: % is set by controls: 0 for no effect and ±100 for the full control effect
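TRiC (40 or 20 nM final, by batch activity) in 30 mM Tris pH 7.4, 100 mM KCl, 5 mM MgCl2, 1 mM DTT was treated with compound at 76 uM single dose, then 10 uM ATP, 30 min at 37 °C. ADP was read by HTRF Transcreener.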
IL2 activator – qHTS of IL-2 Activators | IL-2 activation reporter assay, cell-based qHTS; stimulated with anti-CD3/CD4/CD28 beads; in transgenic mouse T cells | activation, % (series mostly up to about 46 µM) | 360,000 tested, 0.065% active; in the data active = activation above about 50%; inconclusive = mostly about 30% to 49%; note: 0% is about no effect
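Readout is EGFP and DsRed signal by fluorescent plate cytometry after 18 h at 37 degrees C. Transgenic mouse T cells (750/well) received compound for 60 min before bead stimulation (anti-CD3, anti-CD4, anti-CD28); memory T cells served as non-tolerant control.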
EPAC2 ag – qHTS for Agonist of cAMP-regulated guanine nucleotide exchange factor 4 (EPAC2): primary screen | Rap guanine nucleotide exchange factor 4 (Homo sapiens), Q8WZA2 | EPAC2 activation, biochemical qHTS; response scale: 100% = 6.5 mM cAMP response | Potency, µM (highest dose often 154 µM), for inactives: at the top dose activation, most hits filed as activators | 360,000 tested, 0.079% active; note: potency is the fitted concentration of half-maximal effect; nearly all actives have a fitted effect of over 50% in size
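Readout is BODIPY fluorescence (480 nm excitation, 540 nm emission), which falls as labeled GDP is exchanged off Rap1B. EPAC2 at 100 nM acted on 250 nM RAP1B-BODIPY-GDP with 50 uM GDP present.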
EPAC1 agonist – qHTS for Agonist of cAMP-regulated guanine nucleotide exchange factor 3 (EPAC1): primary screen; Rap guanine nucleotide exchange factor 3 (Homo sapiens), O95398; EPAC1 agonist qHTS, biochemical assay; response scale: 100% = response to 6.5 mM cAMP; Potency, µM (doses to about 154 µM), for the others: at the highest dose activation, most hits filed as activators; 360,000 tested, 0.073% active; AID 720707, 2013; note: potency is the fitted concentration of half-maximal effect; nearly all actives have a fitted effect of over 60% in size
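Normalized to 6.5 mM cAMP, activity reflects EPAC1-catalysed release of BODIPY-GDP from Rap1B, followed kinetically over 30 min at 480 nm excitation, 540 nm emission. Reaction contained 100 nM EPAC1, 250 nM Rap1B-BODIPY-GDP, 50 uM GDP.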
PI5P4K alpha inh – qHTS for Inhibitors of phosphatidylinositol 5-phosphate 4-kinase (PI5P4K) | Phosphatidylinositol 5-phosphate 4-kinase type-2 alpha (Homo sapiens), P48426 | PI5P4Kalpha enzyme, ADP-Glo luminescence, 60 min; stronger effect = lower value | max response, % | 330,000 tested, 1.2% active | AID 652105, 2013; active = max response of -50% or lower; inconclusive = between -30% and -50%; inactive = -30% or higher; note: value at the top dose of about 77 µM; % is set by controls: 0 for no effect and ±100 for the full control effect
Target sequence (P48426 whole entry, looked up): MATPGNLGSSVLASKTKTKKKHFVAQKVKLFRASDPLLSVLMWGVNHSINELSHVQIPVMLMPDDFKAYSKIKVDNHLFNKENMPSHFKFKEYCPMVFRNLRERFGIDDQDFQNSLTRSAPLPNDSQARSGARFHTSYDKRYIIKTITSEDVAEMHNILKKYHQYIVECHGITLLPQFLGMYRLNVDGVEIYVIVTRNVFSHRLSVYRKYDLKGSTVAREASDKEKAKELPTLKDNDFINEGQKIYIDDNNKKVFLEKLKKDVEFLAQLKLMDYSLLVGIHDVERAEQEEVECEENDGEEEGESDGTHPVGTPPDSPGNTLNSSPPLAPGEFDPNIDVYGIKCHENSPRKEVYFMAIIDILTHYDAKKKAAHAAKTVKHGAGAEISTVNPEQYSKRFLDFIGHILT
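Compounds were pin-transferred onto PI5P4Kalpha and substrate in HEPES pH 7.4 buffer with EGTA, CHAPS and 5% DMSO. ATP (5 microM final) started the reaction, which ran 60 minutes at room temperature before ADP-Glo detection.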
WRN inhibitor – qHTS for Inhibitors of WRN Helicase; Bifunctional 3'-5' exonuclease/ATP-dependent helicase WRN (Homo sapiens), Q14191; WRN helicase unwinding, fluorescent forked duplex, kinetic; Potency, µM (doses to about 114 µM), for inactives: at the highest dose activity change, negative = inhibition, actives largely listed as inhibitors; 360,000 tested, 0.46% active; note: potency is the fitted concentration of half-maximal effect; % is set by controls: 0 for no effect and ±100 for the full control effect; nearly all actives have a fitted effect of over 55% in size
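Kinetic red-fluorescence monitoring (525/598 nm) tracks WRN helicase activity after 100 nM fluorophore-quencher forked duplex and 2 mM ATP are added to 20 nM enzyme pretreated 15 min at room temperature with compound.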
EPAC1 antag – qHTS for Antagonist of cAMP-regulated guanine nucleotide exchange factor 3 (EPAC1): primary screen; 360,000 tested, 0.14% active; Potency, µM (series often up to 115 µM), for the others: at the highest dose activity change, negative = inhibition, hits mostly inhibitors; AID 720709, 2013; Rap guanine nucleotide exchange factor 3 (Homo sapiens), O95398; EPAC1 GEF assay, Rap1b-BODIPY-GDP exchange fluorescence;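 note: potency is the fitted concentration of half-maximal effect; plate controls were vehicle for no effect and positive control for full effect; nearly all actives have a fitted effect of over 50% in size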
Starred values were filed as active, the others as inactive; ? = inconclusive; . = not tested or not shown; [ ] = another dose, or the depositor's remark. Unless noted, calls come from the whole dose curve; as a rule, active = well fitted curve in the direction sought with a large enough effect; inconclusive = small, poorly fitted or top-dose-only effect, or another doubt; inactive = no such curve, though single readings can be large; an effect the other way counts as inactive or inconclusive. The list is partial, so the mix of outcomes need not match the whole.

Values in the order: PLK1 PBD inh	CCT chaperon mod	IL2 activator	EPAC2 ag	EPAC1 agonist	PI5P4K alpha inh	WRN inhibitor	EPAC1 antag
Cc1ccc2c(=O)cc(C(=O)NCCc3ccc(S(N)(=O)=O)cc3)oc2c1C
  ?	-1.2	2.2	-4%	6%	2	6%	4%
O=C(c1cccs1)N1CCN(c2cccc(Cl)c2)CC1
  -9%	-1.7	0.7	12%	8%	0	-4%	-1%
NNC(=O)c1cnn(Cc2ccccc2)c1N
  -6%	-1.7	0.2	5%	-5%	1	-9%	-7%
CN1CCCN(Cc2nc(-c3cccc(C(F)(F)F)c3)no2)CC1
  -2%	0.9	0.0	-5%	-18%	8	-8%[57.1 µM]	-29%
Cc1cc(Cl)ccc1C(=O)C1CCCN(C(=O)CCn2cncn2)C1 (stereo not given)
  -13%	-1.0	-3.3	7%	4%	0	6%	-8%
O=C1C(Cl)=C(NCC2CCCO2)C(=O)N1Cc1ccccc1 (stereo not given)
  -3%	-2.9	-1.7	-6%	-2%	.	4%	-1%
O=C(Nc1ccccc1Cl)C1CCN(Cc2cnn(-c3ccccc3)c2-n2cccc2)CC1
  1%	-1.7	-1.4	-5%	0%	8	-3%	15%
Cc1cccc(C(=O)N2N=C(c3ccc(NS(C)(=O)=O)cc3)CC2c2cccs2)c1 (stereo not given)
  -19%	-2.5	-4.0	17%	12%	-2	-8%	-7%
O=C1NC2(c3ccccc3)NC(=O)NC2(c2ccccc2)N1 (stereo not given)
  3%	0.3	1.1	1%	-1%	-4	-8%	2%
COc1ccc(/C=N/Nc2ccccn2)cc1OC
  5%	0.3	0.1	4%	-7%	3	1%	-1%
COc1cccc(CNC(=O)CN(c2cc(C)cc(C)c2)S(=O)(=O)c2c(C)noc2C)c1
  -6%	-2.7	2.9	-1%	1%	8	-9%	-25%
COC(=O)c1ccc(C2OCC(C)(C)CO2)cc1
  -8%	-2.3	-0.5	3%	-1%	1	-1%	11%
O=C(Nc1nnc(C2CC2)s1)c1n[nH]c(=O)c2ccccc12
  -17%	-3.5	-2.7	1%	0%	2	5%	7%
Cc1ccc(Cn2c(C3CCCN3c3nc(C)cs3)nc3cc(C(=O)NCCCO)ccc32)cc1 (stereo not given)
  -5%	0.5	0.0	13%	-15%	2	4%	0%
CC(c1cccnc1)N(C(=O)Nc1ccccc1)C1CCCCC1 (stereo not given)
  -7%	-3.7	-1.7	3%	0%	3	-3%	-12%
Cc1ccc(Cc2c(-c3ccccc3)nc3c(C)cc(Br)cn23)cc1
  2%	0.1	-0.5	11%	16%	6	-4%	4%
CCCCOc1ccc(Nc2nc(C)cc(C)c2C#N)cc1
  -3%	-1.0	-2.3	-15%	3%	.	-9%	14%
O=C(N/N=C/c1ccc(O)c(O)c1)c1cc(-c2ccccc2)nc2ccccc12
  2%	-0.9	-0.1	14%	12%	?	-15%	-29%
O=C(CSc1nc(C2CCCCC2)nc2ccccc12)NCc1ccco1
  -6%	0.5	-4.6	-2%	-5%	-17	0%	-14%
COc1ccc(CCNC(=O)CCC(=O)N2CCN(S(=O)(=O)c3ccc(Cl)cc3)CC2)cc1OC
  1%	0.1	-1.2	-12%	-3%	2	-10%	10%
O=C(COC(=O)C1CC(=O)N(Cc2ccco2)C1)c1ccc(OC(=O)c2ccccc2)cc1 (stereo not given)
  -20%	-1.7	4.4	2%	-1%	?	-27%	-19%
Cc1cc2c(ncn2C)c(NS(=O)(=O)c2ccc(F)cc2)c1C
  -2%	1.9	-1.4	21%	-4%	2	0%	7%
COc1cc(S(=O)(=O)NC2CCCC2)c(OC)cc1Cl
  1%	-4.8	0.2	-1%	-1%	.	9%	15%
CCOc1ccc(C2(C)CC(=O)N(C)C2=O)cc1 (stereo not given)
  3%	-1.0	-0.7	-1%	7%	2	3%	-12%
CCOc1ccc(N2CC(C(=O)Oc3ccccc3)CC2=O)cc1 (stereo not given)
  -7%	2.6	-0.8	4%	7%	.	-2%	8%
CCN1C(=O)C(=O)N(CC(=O)c2[nH]c(C)c(C(C)=O)c2C)C1=O
  -7%	-4.4	1.7	2%	4%	-13	0%	1%
O=C(Nc1ccc(S(=O)(=O)N2CCOCC2)cc1)C1COc2ccccc2O1 (stereo not given)
  0%	-0.1	-4.4	5%	-4%	-1	0%	-8%
COc1cc(OC)c(C(=O)OCC(=O)Nc2c(C)n(C)n(-c3ccccc3)c2=O)cc1OC
  7%	1.6	-0.3	0%	-3%	-5	14%	5%
Fc1ccc(-c2csc(/C=C/c3ccc4c(c3)OCO4)n2)cc1
  -3%	0.3	-0.7	2%	-7%	6	6%	7%
CC1(C)CC(NS(=O)(=O)c2ccc(Cl)cc2)CC(C)(C)N1
  -8%	-3.7	0.4	6%	8%	10	-30%	-2%
CCOC(=O)C1(Cc2cccc(OC)c2)CCCN(C(=O)c2ccc(OC)o2)C1 (stereo not given)
  -4%	-1.6	-0.8	-6%	-11%	-12	2%	2%
CCN(C(=O)COn1nnc2ccc(S(=O)(=O)N(C)C)cc21)C1CCS(=O)(=O)C1 (stereo not given)
  1%	1.2	0.2	0%	-1%	-3	0%	-14%
C/C(=N\NC(=O)c1ccc(OC2CCCC2)cc1)c1ccc(C)s1
  -7%	1.4	-1.4	-8%	-8%	1	9%	10%
CC(NC(=O)/C=C/c1ccco1)c1nc2ccccc2n1Cc1cccc(Cl)c1 (stereo not given)
  -22%	-1.3	-0.3	1%	3%	-14	?	-14%
COc1ccccc1N1CCN(S(=O)(=O)CCNC(=O)C2CC(=O)N(c3ccccc3)C2)CC1 (stereo not given)
  -12%	-3.0	-3.2	6%	-11%	2	3%[57.1 µM]	15%
CC1CC(C)CN(CCCNC(=O)C2CCN(S(=O)(=O)N3CCCCC3)CC2)C1 (stereo not given)
  -15%	2.0	-3.2	5%	5%	.	-2%	13%
COc1ccccc1Oc1coc2c(CN3CCOCC3)c(O)ccc2c1=O
  -1%	-3.4	-0.4	13%	6%	12	4%	-10%
Cc1ccccc1C(=O)Oc1ccc(-c2csnn2)cc1
  2%	-0.2	0.7	10%	9%	1	-4%	-3%
Cc1ccc2c(CSc3nnnn3C)cc(=O)oc2c1
  -9%	-1.8	1.0	4%	-1%	-9	6%	-1%
Cc1ccn2c(/C=N/OCc3cccc(F)c3)c(-c3ccc(Cl)cc3)nc2c1
  -9%	-2.9	-0.5	2%	16%	28	4%	-14%
Clc1ccc(N2O[C@H]3C=C[C@@H]2C3)nc1
  30µM*	-1.1	0.4	22%	9%	?	-8%	-1%
CC1=NNC(=O)C1CCC(=O)N/N=C/c1ccc(C)cc1 (stereo not given)
  -9%	-1.5	-1.6	0%	5%	-5	1%	-13%
O=C(CSc1nc2ccccc2c(=O)[nH]1)Nc1ccc(C(=O)O)cc1
  -12%	-2.5	0.2	9%	-3%	-88*	-30%	16%
CCOc1ccc(OCc2ccc(C(=O)Nc3ccc(Cl)cn3)o2)cc1
  -7%	-3.2	-2.2	16%	13%	.	-12%	-4%
CC1CCC(N2CCN(S(C)(=O)=O)CC2)CC1 (stereo not given)
  1%	-0.5	-1.7	6%	-2%	0	0%	-12%

Limited to WRN inhibitor, PLK1 PBD inh and EPAC1 antag, for 3 of the compounds above:
Structure | WRN inhibitor | PLK1 PBD inh | EPAC1 antag
Cc1ccccc1C(=O)Oc1ccc(-c2csnn2)cc1 | -4% | 2% | -3%
COc1ccccc1Oc1coc2c(CN3CCOCC3)c(O)ccc2c1=O | 4% | -1% | -10%
CC1CCC(N2CCN(S(C)(=O)=O)CC2)CC1 (stereo not given) | 0% | 1% | -12%

The list goes on:
Values in the order: PLK1 PBD inh	CCT chaperon mod	IL2 activator	EPAC2 ag	EPAC1 agonist	PI5P4K alpha inh	WRN inhibitor	EPAC1 antag
CCc1cc(C(=O)NNC(=S)NC(C)c2ccccc2)cs1 (stereo not given)
  -14%	1.1	-1.9	-6%	-16%	.	-15%	9%
O=C(CN1CCN(Cc2ccc3c(c2)OCO3)CC1)Nc1cc(S(=O)(=O)N2CCCC2)ccc1Cl
  -1%	-0.2	-3.3	20%	-13%	1	0%	-5%
O=C(Nc1ccncc1)c1ccc(NS(=O)(=O)c2cccc(F)c2)cc1
  -1%	-2.1	-1.0	7%	-7%	-22	-20%	2%
CCN(CC)CCOc1ccc2nc(N(C)C)sc2c1
  -20%	1.3	-1.5	4%	5%	6	-10%	2%
Cc1oc(-c2ccoc2)nc1CN(CC1CCC(=O)N1)C(C)C (stereo not given)
  -4%	-0.1	0.0	3%	6%	2	-7%	-5%
COc1cc(C(=O)Nc2nc3ccccc3s2)ccc1OCc1c(C)noc1C
  -13%	0.6	-3.2	20%	8%	.	2%	-2%
COC(C)(C)[C@]12CC(O)(c3ccccc3)ON1[C@H]1CCCCC1N2O (stereo not given in full)
  -3%	-2.5	0.3	5%	4%	3	8%	7%
Cc1ccc2nc(NCC(=O)NN)nc(-c3ccccc3)c2c1
  -5%	2.5	-1.1	0%	9%	1	-10%	1%
O=C(Cc1n[nH]c(=O)c2ccccc12)N/N=C/c1cc2c(cc1Cl)OCO2
  ?	1.1	0.2	-1%	2%	3	-12%	9%
O=C(NCC(=O)N1CCN(c2ccc(C(F)(F)F)cn2)CC1)c1ccc(Br)o1
  -2%	1.3	0.5	5%	4%	0	-9%	-20%
COc1ccc2c(c1)c1nc(SCC(C)C)n(CCO)c(=O)c1n2C
  -20%	-0.4	-1.2	-2%	6%	-7	6%	-11%
